SDO1 yeast rescue: sdo1-depleted yeast growth rescue; S. cerevisiae sdo1-depleted JHY4D growth rescue, OD600 30 h; hits give high values; pdr5 snq2 efflux-pump mutant strain; z-score at 10 µM; hit rate 0.21% among 140,000; AID 817;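 active = z-score above 3 at both the 24 hr and the 30 hr optical density reads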;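 also: z-score against mean and SD of all compound wells on the same plate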
INS promoter inh: TRM-6 insulin promoter activity inhibition; TRM-6 cells (human fetal islet line), insulin promoter-eGFP reporter, imaging; reporter expression induced with tamoxifen; inhibition, % at 2 µM; hit rate 0.9% among 130,000; AID 1273;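 active = inhibition above the mean plus 3 SD, with well images judged a real hit on visual review, cut at about 60% in these data, passing the limit was not always enough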
SDO1 yeast rescue Rescue 24 h: recorded beside SDO1 yeast rescue, whose call it bears; z-score; S. cerevisiae sdo1-depleted JHY4D growth rescue, OD600; measured here: growth rescue at 24 h;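 0 is the plate mean of compound wells and units are plate SD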
Starred values were filed as active, the others as inactive; x = not tested or not shown; [ ] = remark or other dose. A portion of the library, so the mix of outcomes need not match the whole.

Start of the listing, in advance (5 entries):
Values run as follows: SDO1 yeast rescue	SDO1 yeast rescue Rescue 24 h	INS promoter inh
O=C1CC(N2CCN(c3ncccn3)CC2)C(=O)N1CCc1ccccc1 (stereo not given)
→ x	x	-37
Cc1ccccc1C(=O)NNC(=O)C(=O)Nc1cccc(Cl)c1C
→ -0.05	0.48	23
CCn1c(/C=C/Nc2ccccc2)[n+](CC)c2ccc(C(=O)OCC(F)(F)F)cc21
→ -0.99	-0.65	33
Cc1ccc(CN/C=C/C(=O)c2ccc(Br)cc2)cc1
→ 0.67	0.41	-66
O=C(c1cnn(-c2ccc(Cl)cc2)c1)c1ccccc1O
→ x	x	-36

The whole of this part, from the start:
Values run as follows: SDO1 yeast rescue	SDO1 yeast rescue Rescue 24 h	INS promoter inh
O=C1CC(N2CCN(c3ncccn3)CC2)C(=O)N1CCc1ccccc1 (stereo not given)
→ x	x	-37
Cc1ccccc1C(=O)NNC(=O)C(=O)Nc1cccc(Cl)c1C
→ -0.05	0.48	23
CCn1c(/C=C/Nc2ccccc2)[n+](CC)c2ccc(C(=O)OCC(F)(F)F)cc21
→ -0.99	-0.65	33
Cc1ccc(CN/C=C/C(=O)c2ccc(Br)cc2)cc1
→ 0.67	0.41	-66
O=C(c1cnn(-c2ccc(Cl)cc2)c1)c1ccccc1O
→ x	x	-36
O=C(Cn1cnc([N+](=O)[O-])n1)NCc1ccccc1
→ -0.27	-0.27	x
COc1cc(C(=O)NC(=S)NC(C)C)cc(OC)c1OC
→ 1.4	1.1	-14
CCOC(=O)c1c(C)[nH]c(C(=O)Nc2ccc(NC(C)=O)cc2)c1C
→ x	x	45
Cc1ccc(C)c(OCC(=O)Nc2ccc(S(=O)(=O)N3CCN(C)CC3)cc2)c1
→ -0.23	-0.69	28
c1ccc(Cc2ccc(OCCn3cncn3)cc2)cc1
→ 0.23	0.44	-39
COc1cccc(-n2c(Cc3cc(=O)[nH]c(=O)[nH]3)nnc2SCC(=O)N2CCCCCC2)c1
→ 0.53	0.15	x
O=C(CCC(=O)Nc1ccc(F)cc1)N/N=C/c1ccncc1
→ x	x	50
Cc1ccc(NS(=O)(=O)c2cccc(C(=O)NCC3(N(C)C)CCCCC3)c2)cc1
→ x	x	-50
COC(=O)Nc1ccc(S(=O)(=O)N(C)CC(F)(F)C(F)F)cc1
→ 0.38	-0.55	5
O=C(Cc1csc(Nc2nc(=S)[nH]c3ccccc23)n1)NCc1ccccc1Cl
→ -0.37	0.42	11
CCOc1ccc(C(C)=O)cc1CN1C(=O)NC2(CCCCC2C)C1=O (stereo not given)
→ 1	1.4	x
Cc1cc(C)nc(SCc2nnc(SCC(=O)Nc3nccs3)n2C)n1
→ -0.16	-0.57	-7
Cc1cc(C)n(-c2cccc(Cl)c2)c(=O)c1C#N
→ 0.44	0.57	x
CCC(/C=N/NC(=O)C(N)=O)CC
→ 0.14	0	-27
Cc1ccc2cc(C(c3nnnn3C(C)(C)C)N3CCCCCC3)c(=O)[nH]c2c1 (stereo not given)
→ -0.24	-0.97	-14
CC(C)OCCCNC(=O)CCc1nc(-c2ccccc2)no1
→ 0.99	1.4	48
C=CCN1C(=O)C2C(C(=O)NC3CCCCC3)C3C=CC2(O3)C1C(=O)NC1CCCC1 (stereo not given)
→ 1	1.3	-6
COc1ccc(NC(=O)CO/N=C(\C)c2cccs2)cc1
→ x	x	-44
CCCC(=O)Nc1nnc(SCC(=O)NCc2ccco2)s1
→ 0.76	0.48	x
Cc1ccc(C)c(CS(=O)(=O)c2cn(CC(=O)N3CCCCC3)c3ccccc23)c1
→ 0.08	0.07	x
Cc1cc(C)c2nc(SCC(=O)N(C)C3CCS(=O)(=O)C3)cc(C)c2c1 (stereo not given)
→ x	x	-100
COC(=O)c1[nH]c2ccccc2c1NC(=O)CNC1CCCCC1
→ 0.06	-0.12	x
COc1ccc(NC(=O)C(Sc2ccccc2)c2ccccc2)c(OC)c1 (stereo not given)
→ 0.74	1.5	-26
N#C/C(=C(/O)CSc1ccccc1C(=O)O)c1nc2ccccc2s1
→ 0.19	0.51	x
C=CCn1c(SCc2nc3sc(C(=O)O)c(C)c3c(=O)[nH]2)nnc1-c1ccc(F)cc1
→ x	x	6

Remaining list, next part:
Values run as follows: SDO1 yeast rescue	SDO1 yeast rescue Rescue 24 h	INS promoter inh
O=C(c1cnn2cccnc12)N1CCN(Cc2ccc3c(c2)OCO3)CC1
→ 1.2	1.4	0
COc1ccc(-c2nsc(SCC(=O)NCc3ccc4c(c3)OCO4)n2)cc1
→ -0.46	-0.46	x
Cc1noc(C)c1COC(=O)c1cc(F)c(F)cc1Cl
→ -1.2	-1.6	-6
C/C(=N\O)C(=O)C(CN1CCCCC1)CN1CCCCC1
→ -0.3	-0.26	-8
Cc1ccc(-c2nnn(CC(=O)N3CCCCC3)n2)c(-n2cnnn2)c1
→ 0.58	0.2	7
COc1ccc(-n2nc(C(=O)Nc3ccc4c(c3)OCO4)c3ccccc3c2=O)c(OC)c1
→ -1.4	-0.59	x
CC(C(=O)Nc1cccc(S(=O)(=O)N2CCOCC2)c1)N1CCN(c2ccc(F)cc2)CC1 (stereo not given)
→ x	x	-26
O=C(Oc1ccccc1N1C(=O)CCC1=O)c1ccco1
→ 1.2[16.1 µM]	0.99	42
O=C(O)CCCNc1cc(N2CCC3(CC2)OCCO3)c2noc3c2c1C(=O)c1ccccc1-3
→ 0.48	1	-93
Cc1cc(C)c(NC(=O)NC(=O)c2ccc(F)cc2)c(C)n1
→ 0.57	-0.13	-38
Nc1nc2n(n1)C(c1ccc(F)cc1)CC(c1ccc(F)cc1)N2 (stereo not given)
→ 0.53	0.53	-50
Cc1ccc(C)c(N2CCN(C(=O)c3cc(S(=O)(=O)N4CCOCC4)ccc3F)CC2)c1
→ -0.23	-0.26	-88
CCN(CC)S(=O)(=O)c1ccc(Cc2ncc(C(F)(F)F)cc2Cl)s1
→ 12*	7.6*	-25
Cc1ccc(-n2c(C)nn(-c3ncc(C(F)(F)F)cc3Cl)c2=O)cc1
→ -0.68	-1.8	64
O=C(Nc1cccc([N+](=O)[O-])c1)C1C2/C=C\CCCCC21 (stereo not given)
→ x	x	0
COc1ccc(S(=O)(=O)N(CC(=O)N/N=C/c2cccs2)c2cc(C)cc(C)c2)cc1OC
→ -0.28	0.22	-33
CC(C)CCNC(=S)Nc1ccccc1F
→ 0.39	0.5	3
CCCC(=O)CN1C(=O)C2(OCCO2)c2ccccc21
→ 0.83	0.28	x
CCOC(=O)/C(=C\c1ccccc1)C(=O)c1cc(C(C)=O)c(Nc2ccccc2)s1
→ -1	-0.12	-29
Cc1ccccc1NC(=S)NC1CC2CCC(C1)N2Cc1ccco1 (stereo not given)
→ 1.2	1.2	x
COC(=O)C1CCN(C(=O)Cc2ccc(C)cc2)CC1
→ 0.07	-0.4	39
O=C(CSc1ccc(-c2cccs2)nn1)c1cccs1
→ x	x	25
CC(C)(C)n1nc(-c2ccc(F)cc2)c2c(N)ncnc21
→ -2.7	-2.4	25
COc1ccc(N(C(=O)c2cnsn2)C(C(=O)NC2CCCCC2)c2ccncc2)cc1 (stereo not given)
→ 1.7	1.5	-14
CCN(CC)C(=O)Cn1cc(SCC(=O)NC2CCCC2)c2ccccc21
→ x	x	-125
CCS(=O)(=O)n1nc(-c2ccccc2)nc1SCc1ccccc1
→ -0.84	-0.11	21
CC1(C)Cc2c(sc3nn[nH]c(=O)c23)CO1
→ 0.42	0.44	x
O=C(c1ccco1)N1CCN(c2ncnc3c2[nH]c2ccc(Br)cc23)CC1
→ -1	-0.04	x
Cc1cc2cc(NC(=O)c3ccco3)ccc2[nH]1
→ 0.29	-1	0
CC(=O)Nc1cc(C)nn1-c1nc2ccccc2s1
→ x	x	43

(list continues)
Values run as follows: SDO1 yeast rescue	SDO1 yeast rescue Rescue 24 h	INS promoter inh
Cc1cccc(CCN(Cc2cc3cccc(C)c3[nH]c2=O)C(=O)N2CCOCC2)c1
→ 0.12	0.59	x
c1ccc(CNc2cnccn2)cc1
→ 0.52	0.48	4
Cc1cc(C)cc(NC(=O)c2nccnc2C(=O)O)c1
→ 0.5	0.15	x
CCOc1ccc(C(CC(=O)O)n2cnnn2)cc1 (stereo not given)
→ x	x	-9
Cc1cc2oc(=O)cc(C)c2c(=O)o1
→ 0.9	0.53	-11
O=C(CCC(=O)c1ccc(Oc2ccccc2)cc1)Nc1cccc(Cl)c1Cl
→ -0.41	-0.44	18
CCN(CC)S(=O)(=O)c1ccc(C(=O)NCc2n[nH]c(=S)n2Cc2ccccc2)cc1
→ -0.48	-0.58	-9
CCOC(=O)c1c(N)sc(C(O)(C(F)(F)F)C(F)(F)F)c1-c1ccc(OC)cc1OC
→ -1	-0.76	-50
CCN(CC)S(=O)(=O)c1ccc(NC(=O)COC(=O)c2ccc(Br)o2)cc1
→ 0.65	-0.04	50
N#Cc1cc2c(nc1SC1CCCCC1O)CCCC2 (stereo not given)
→ -1.2	-1	16
c1ccc(-c2nc3nc4ccccc4nc3n2Cc2ccco2)cc1
→ -0.84	-0.6	-200
Cc1cc(SCNC(=O)c2ccccc2)nc(C(C)C)n1
→ x	x	-21
O=[N+]([O-])c1ccc(N2CCN(S(=O)(=O)c3ccc4ccccc4c3)CC2)cc1NCC1CCCO1 (stereo not given)
→ -0.99	-0.86	-8
COc1ccc(-c2cc(-c3nnc(COC(=O)C4CC4C)o3)c3ccccc3n2)cc1OC (stereo not given)
→ -0.22	-0.25	x
O=C(CSc1ccccn1)N1CCN(c2ccccc2)CC1
→ 1.3	0.02	x
FC(F)C(F)(F)C1=CC(c2cccs2)=NCCN1
→ 1	1.4	-14
O=C1CCC(=O)N1c1ccc(CSc2nc3ccccc3[nH]2)cc1
→ -0.17	-0.36	0
CN(C)CCOc1nc(-c2ccccc2)nc2c1oc1ccccc12
→ 0.37	-0.36	9
O=C(NCC1CCCO1)c1ccccc1-c1nc(-c2ccc(Cl)cc2)no1 (stereo not given)
→ -0.2	0	-35
Cc1cccc(/C=C2/S/C(=N/N=C3\CC4CCC3(C)C4(C)C)NC2=O)c1 (stereo not given)
→ -0.57	-0.27	x
Cc1ccc(C(=O)O)cc1NC(=O)C1CCCN1S(=O)(=O)c1cccc2nsnc12 (stereo not given)
→ 0.18	0.17	x
CSc1nc(Sc2ccc(Cl)cc2)c2ccccc2n1
→ -2.1	-1.3	6
COc1ccc(C/C(N)=N/OC(=O)c2ccco2)cc1OC
→ x	x	-71
CC(=O)c1cccc(S(=O)(=O)N(CCCO)Cc2cc3ccc(C)cc3[nH]c2=O)c1
→ 0.25	-0.06	-29
Cc1cc(NC(=O)COC(=O)COc2cccc3c2OC(C)(C)C3)no1
→ 0.78	0.75	x
CC(c1cccs1)N(Cc1ccco1)C(=S)Nc1ccc(F)c(Cl)c1 (stereo not given)
→ x	x	-22
Cc1nc(N/N=C/c2ccccc2)nc(N(C)c2ccccc2)c1[N+](=O)[O-]
→ 0.52	1.6	x
Cc1ccc(/C=N/NC(=O)c2ccccn2)o1
→ 0.21	-0.85	-12
COC(=O)c1ccccc1NC(=O)C12CC3CC(C1)CC(n1cnc(Cl)n1)(C3)C2
→ -0.9	-1.3	-33
Cc1ccccc1N(C(=O)Cn1nnc2ccccc21)C(C(=O)NCc1ccco1)c1ccncc1 (stereo not given)
→ 0.15	-0.26	-39

(listing goes on)
Values run as follows: SDO1 yeast rescue	SDO1 yeast rescue Rescue 24 h	INS promoter inh
O=c1c2ccccc2nc(SCc2ccccc2)n1Cc1ccco1
→ -0.82	-0.87	x
COC(=O)[C@H](CCSC)NC(=O)Nc1ccc(C)c(C)c1
→ -0.03	-0.25	x
CC(=O)Nc1ccc(Nc2nc(C)c([N+](=O)[O-])c(Nc3ccc(NC(C)=O)cc3)n2)cc1
→ -0.9	0.08	x
COc1ccc(/C=N/Nc2nc(N3CCCCC3)nc(N3CCCCC3)n2)cc1[N+](=O)[O-]
→ -1.5	-1.3	12
CCN(CC)CCN1C(=O)C(=O)/C(=C(/O)c2c(C)[nH]c(C(=O)OC)c2C)C1c1ccc(OC)cc1 (stereo not given)
→ 0.78	0.64	28
CCC(=O)N/N=C/c1ccc(OS(=O)(=O)c2ccccc2)cc1
→ 0.5	-0.17	-14
O=C(CN1CC(c2ccccc2)CC1=O)OCc1ccccc1F (stereo not given)
→ 0.38	-0.03	-134
COCCCNC(=O)CSc1nc2c(sc3ccccc32)c(=O)n1CCCC(=O)NCC1CCCO1 (stereo not given)
→ x	x	7
COC(=O)CN1C(=O)S/C(=C/c2cc(C)n(C)c2C)C1=O
→ 0.17	0.48	4
Cc1cc(C)c2c(=O)n(CC(=O)N3CCC(N4CCCCC4)CC3)sc2n1
→ 0.65	0.83	x
O=C(NC1CCCCCCC1)C1c2ccccc2C(=O)N1Cc1cccs1 (stereo not given)
→ 0.46	0.42	0
C=CCOC(=O)C1=C(C)NC(C)=C(C(=O)OCC=C)C1c1cccs1
→ -0.29	0.01	x
CCOC(=O)/C(=N/Nc1ccc(Cl)cc1)S(=O)(=O)c1ccccc1
→ -1.7	-0.86	43
